GAA glycogen mod = GAA glycogen-cleavage inhibition or activation. recombinant GAA, glycogen substrate, Amplex Red glucose oxidase fluorescence. AID 2100. 300,000 compounds, 0.38% hits. Potency, µM (titrated, usually from 76.4 µM), for inactives: top-dose activity change, negative = inhibition, most hits filed as inhibitors;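 also: 0% = full enzyme reaction and -100% = no-enzyme basal signal; the screen sought inhibitors and activators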
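qHTS, 1536-well; enzyme 4 nM final; cpd up to 77 uM; substrate bovine liver glycogen 30 ug; 50 mM citrate/phosphate pH 5.0, 0.01% Tween-20; 37 C, 40 min; Amplex Red detection 45 min RT; Hill fit → AC50.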
GAA spleen mod = lysosomal alpha-glucosidase (human) modulation; P10253; human spleen homogenate, 4-MU-alpha-glucoside fluorescence; Potency, µM (highest dose often 79.9 µM), for the others: top-dose activity change, negative = inhibition, usual class: inhibitors; 240,000 compounds, 0.006% hits; AID 2112;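 also: 0% = enzyme with vehicle and -100% = no enzyme basal signal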
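Human spleen homogenate (1 ug) with 4-methylumbelliferyl-alpha-D-glucopyranoside (1 mM final) in 50 mM citrate/phosphate pH 5.0, 0.01% Tween-20; 40 min at 37 C. Stopped at pH 10; 4-MU fluorescence Ex 365/Em 440 nm; AC50 by Hill fit.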
Tau fluor cs = counter-screen for tau fibril formation inhibitors. tau K18 P301L (four-repeat tau fragment) Alexa594 fluorescence, heparin fibrillization. Potency, µM (titrated, usually from 57.7 µM), for the others: at the top dose activity change, negative = decrease. 280,000 compounds, 0.93% hits; also: % is scaled to controls: 0 for no effect and ±100 for the full control effect; nearly all actives have a fitted effect of over 55% in size
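Human K18 P301L tau (15 uM unlabeled plus 0.24 uM Alexa 594-labeled, final) in 100 mM sodium acetate pH 7 was mixed with compound and 20 uM heparin and incubated 6 hr at 37 C.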
ALDH1A1 inh = blocks purified human ALDH1A1 activity; Potency, µM (titrated, usually from 75.3 µM), without a hit: top-dose activity, negative = inhibition, usual class: inhibitors; P00352; 220,000 compounds, 7.3% hits; Purified ALDH1A1, NADH fluorescence, propionaldehyde substrate; active = well fitted inhibition curve with a large enough effect, not every such curve was filed as active; inconclusive = small, poorly fitted or top-dose-only effect, or another doubt; inactive = no such curve, though single readings can be large or run the other way;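 also: plate controls were no enzyme wells and a reference inhibitor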
Target sequence (P00352 whole entry, looked up): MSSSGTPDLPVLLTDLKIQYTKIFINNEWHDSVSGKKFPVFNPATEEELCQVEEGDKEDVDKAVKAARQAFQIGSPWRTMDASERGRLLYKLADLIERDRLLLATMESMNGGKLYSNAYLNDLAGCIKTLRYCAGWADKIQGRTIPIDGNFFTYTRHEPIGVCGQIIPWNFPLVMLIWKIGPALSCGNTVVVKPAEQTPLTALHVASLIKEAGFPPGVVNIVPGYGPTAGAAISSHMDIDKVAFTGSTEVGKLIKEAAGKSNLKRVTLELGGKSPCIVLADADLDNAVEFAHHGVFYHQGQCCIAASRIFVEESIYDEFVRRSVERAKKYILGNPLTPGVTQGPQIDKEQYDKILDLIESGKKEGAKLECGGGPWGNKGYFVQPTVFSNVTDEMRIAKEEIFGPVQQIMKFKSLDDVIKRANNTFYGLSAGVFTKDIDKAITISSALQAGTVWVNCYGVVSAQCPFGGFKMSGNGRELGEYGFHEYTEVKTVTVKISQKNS
GAA inhib = alpha-glucosidase (human) inhibition | 200,000 compounds, 0.005% hits | AID 1466 | P10253 | Potency, µM (top dose mostly 76.9 µM), for inactives: top-dose activity change, negative = inhibition, actives largely listed as inhibitors | purified human GAA, 4-MU-alpha-glucoside fluorescence;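 also: plate controls were uninhibited enzyme wells for no effect and no-enzyme background for full effect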
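Read-out is 4-methylumbelliferone fluorescence (Ex 365/Em 440 nm) after NaOH/glycine stop at pH 10. Enzyme 4 nM, substrate 400 uM, pH 5.0 citrate buffer, 20 min room temperature; AC50 from Hill-equation concentration-response.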
GLA spleen mod = inhibitors or activators of human alpha-galactosidase in spleen homogenate; human spleen homogenate, 4MU-alpha-Gal fluorescence, 40 min; AID 2107; Potency, µM (titrated, usually from 80 µM), without a hit: at the highest dose activity change, negative = inhibition, most hits filed as inhibitors; 240,000 compounds, 0.008% hits;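 also: 0% = enzyme with vehicle and -100% = no enzyme basal signal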
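Human spleen homogenate (1 ug) as enzyme source, 4-methylumbelliferyl-alpha-D-galactopyranoside 1 mM final, citrate/phosphate pH 5.0 with 0.01% Tween-20. Compounds 40 min at 37C, NaOH/glycine stop; fluorescence Ex 365/Em 440, Hill-fit AC50.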
NPSR antagonist = antagonists of human neuropeptide S receptor cAMP signaling | Q6W5P4 | CHO-NPSR cells, cAMP TR-FRET, antagonist mode | Potency, µM (top dose mostly 38.3 µM), inactives show at the highest dose activity change, negative = inhibition, hits mostly inhibitors | 220,000 compounds, 1% hits | AID 1461; also: % is scaled to controls: 0 for no effect and ±100 for the full control effect; nearly all actives have a fitted effect of over 50% in size; many of its hits are not listed in these tables
Target sequence (Q6W5P4 whole entry, looked up): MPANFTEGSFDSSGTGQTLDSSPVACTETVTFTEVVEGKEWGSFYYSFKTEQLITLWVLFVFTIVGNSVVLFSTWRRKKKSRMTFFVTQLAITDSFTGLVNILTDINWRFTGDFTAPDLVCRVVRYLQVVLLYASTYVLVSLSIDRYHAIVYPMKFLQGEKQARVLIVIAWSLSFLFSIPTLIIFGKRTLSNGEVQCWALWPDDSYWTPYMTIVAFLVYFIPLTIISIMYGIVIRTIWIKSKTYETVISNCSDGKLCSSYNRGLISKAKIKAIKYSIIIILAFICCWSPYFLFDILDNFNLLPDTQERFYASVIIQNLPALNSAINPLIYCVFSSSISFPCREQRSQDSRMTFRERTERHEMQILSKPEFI
Epigenetic derep = regulators of epigenetic silencing causing reporter derepression in mouse cells; Potency, µM (titrated, usually from 53.9 µM), without a hit: at the highest dose GFP activation, usual class: activators; AID 1865; 280,000 compounds, 0.2% hits; murine LDR cells, GFP reporter derepression, 30 h; also: % of control where 0% means no effect; nearly all actives have a fitted effect of over 60% in size
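Readout is the number of GFP-expressing murine LDR cells, counted by cytometry following washing. Cells were treated with compound for 30 h at 37 C; the stably integrated CMV-GFP locus is normally silent.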
The depositor's hits bear a star; u = inconclusive; x = no result given; [ ] = dose if it differs, or a comment. Unless noted, calls follow the shape of the dose curve; as a rule, active = well fitted curve in the direction sought with a large enough effect; inconclusive = small, poorly fitted or top-dose-only effect, or another doubt; inactive = no such curve, though single readings can be large; an effect the other way counts as inactive or inconclusive. Potency is read from the fitted curve at half-maximal effect. Some of the compounds tested. The share of hits here may be higher or lower than overall.

canonical_smiles	GAA glycogen mod	GAA spleen mod	Tau fluor cs	ALDH1A1 inh	GAA inhib	GLA spleen mod	NPSR antagonist	Epigenetic derep
O=C(NCc1ccccn1)C1CCCN(S(=O)(=O)c2cccc3nsnc23)C1 (stereo unspecified)	4.3%	2.7%	-15.9%	-2.4%	-1.1%	8.9%	-6.0%[46.1 µM]	-1.8%
COc1ccc(OC)c(S(=O)(=O)n2nc(C)cc2C)c1	7.2%	-1.2%	-3.4%	4.9%	u	5.0%	8.8%[46.1 µM]	-1.0%
N/C(=N\S(=O)(=O)c1ccc(Cl)cc1)N1CCOCC1	-6.5%	12.2%	24.4%	-1.2%	-9.0%	2.4%	-22.8%	1.1%
COc1ccc(C(=O)Nc2ccccc2-c2ccccc2)cc1Cl	-6.7%	-4.5%	-21.4%	u	-9.7%	6.4%	2.8%	0.0%
CC(C)C(NC(=O)c1ccccc1)C(=O)NCC(c1ccccc1)N(C)C (stereo unspecified)	1.0%	0.9%	4.1%	-2.0%	8.0%	-8.0%	8.0%	3.2%
COc1ccc(OCC(=O)N/N=C(\C)c2ccc(-n3ccnc3)cc2)cc1	-8.8%	-6.4%	1.2%	u	-8.0%	4.4%	14.2%	-2.7%
CC1(C)C=C(c2ccc(O)cc2)CC(C)(C)N1	-0.4%	-1.6%	-2.8%	11.6%	-9.2%	-2.2%	-0.3%[46.1 µM]	-4.3%
CCOC(=O)c1ccc(N2C(=O)CC(N3CCN(C(=O)c4ccco4)CC3)C2=O)cc1 (stereo unspecified)	-11.7%	-0.8%	-2.5%	u	-1.5%	-2.3%	-3.0%[46.1 µM]	-1.6%
CNC(=O)c1c(C)[nH]c(=S)c(C#N)c1-c1ccco1	u	-4.5%	-3.9%	x	x	3.5%	-2.0%[7.67 µM]	0.0%
O=C(Cc1ccc(F)cc1)Nc1nnc(SCC(=O)N2CCCCC2)s1	-1.0%	x	-5.2%	u	6.2%	-4.2%	-0.4%	-1.3%
O=C1C(=Nc2cccc(Cl)c2)CC(c2ccc(Cl)cc2)N1c1cccc(Cl)c1 (stereo unspecified)	4.6%	7.5%	-11.5%	u	1.7%	-2.1%	49.8%	1.1%
C/C(=N\OCc1nc2ccccc2c(=O)n1/N=C/c1cc(C)cc([N+](=O)[O-])c1O)c1ccccc1	-2.8%	-8.0%	u	x	x	-18.7%	u	0.1%
CCC(C)c1ccc(OCC(=O)O)cc1 (stereo unspecified)	3.7%	3.3%	9.0%	u	-7.3%	3.9%	2.2%[46.1 µM]	0.0%
CN1N=C2c3ccccc3CCC2C1c1ccc(F)cc1 (stereo unspecified)	7.1%	1.9%	-19.6%	x	x	-6.9%	10.9%	4.3%
CCCn1c(-c2ccc(F)cc2)nc2c(NCCN3CCCC3)nc(C)nc21	x	-19.1%	-7.4%	u	x	4.7%	x	9.2%
O=C(CSc1n[nH]c(-c2cccs2)n1)N1CCCc2ccccc21	12.6%	-0.7%	-5.8%	-2.6%	-0.2%	-0.2%	-12.2%[46.1 µM]	-2.3%
COc1ccc(CCNC(=O)Nc2cccc([N+](=O)[O-])c2)cc1	15.6%	-4.1%	-29.2%	u	-1.4%	-11.9%	-15.7%	-0.4%
COc1ccc(-c2nnn(CC(=O)N(C3CCCC3)C(C)C(=O)NC3CCCC3)n2)cc1OC (stereo unspecified)	-6.8%	-12.0%	-6.6%	-10.2%	-2.3%	4.5%	-14.5%[46.1 µM]	-5.4%
CC(C)NC(=O)NC(=O)COC(=O)c1cccc(OC(F)F)c1	2.0%	-1.6%	-7.0%	7.4%	-1.2%	7.5%	1.9%	-2.4%
O=C(Oc1ccc2c(=O)c(Cl)coc2c1)c1cccnc1	-3.5%	-11.1%	0.7%	20µM*	0.7%	1.4%	-13.3%[46.1 µM]	-1.1%
O=C(O)[C@H]1CC=C[C@H]2CCN(Cc3ccc(Cl)c(Cl)c3)C(=O)[C@@H]12	x	-0.7%[119 µM]	-1.4%[81.3 µM]	5.8%	x	-18.9%[119 µM]	x	-0.1%
Cc1ccc(N2CCN(/N=C/c3ccccc3)CC2)cc1	-16.8%	2.1%	-11.1%	6.2%	14.6%	1.7%	10.8%	6.4%
CNC(=S)Nc1cccc(C(C)=O)c1	-6.3%	2.7%	-3.3%	u	6.6%	2.3%	15.4%	-0.4%
O=C(Nc1ccc(-c2csc(Nc3cccc(C(F)(F)F)c3)n2)cc1)c1ccccc1	-19.5%	4.9%	10µM*[quencher]	x	x	-19.3%	-39.9%	-0.2%
CCOc1ccc(N2C(=O)CS/C2=N/NC(=O)COc2ccc3ccccc3c2)cc1	11.2%	-4.0%	-8.3%	-3.4%	3.2%	5.7%	-8.3%[46.1 µM]	0.2%
CCOc1cc(C(=O)OCC(=O)Nc2cc(C)on2)ccc1OCC(C)C	1.0%	-0.2%	-0.4%	3.5%	3.3%	2.3%	-2.7%	1.1%
NCCCC[C@H]1CNC(=S)N1CCc1cccc(F)c1	4.8%	-2.9%	0.5%	-3.2%	x	-8.4%	-24.7%	-3.3%
Cc1ccc(C(=O)Nc2ccc3c(c2)CCC3)cc1	3.3%	-1.0%	-9.8%	u	1.7%	-3.1%	-16.2%	-0.8%[10.1 µM]
Clc1ccc(-c2nc3ncccn3c2Cl)cc1	-1.7%	-20.3%	0.7%	u	u	u	-7.0%	2.5%
COc1cc(C(=O)NCC(c2ccccc2)N(C)C)ccc1OCC(=O)N1CCOCC1 (stereo unspecified)	7.5%	2.1%	8.6%	4.9%	4.1%	-2.5%	16.4%	-2.5%

Random excerpt: 2 compounds from above
canonical_smiles	GAA glycogen mod	GAA spleen mod	Tau fluor cs	ALDH1A1 inh	GAA inhib	GLA spleen mod	NPSR antagonist	Epigenetic derep
Clc1ccc(-c2nc3ncccn3c2Cl)cc1	-1.7%	-20.3%	0.7%	u	u	u	-7.0%	2.5%
CNC(=S)Nc1cccc(C(C)=O)c1	-6.3%	2.7%	-3.3%	u	6.6%	2.3%	15.4%	-0.4%

Next entries follow.
canonical_smiles	GAA glycogen mod	GAA spleen mod	Tau fluor cs	ALDH1A1 inh	GAA inhib	GLA spleen mod	NPSR antagonist	Epigenetic derep
Cn1cc([N+](=O)[O-])c(C(=O)N/N=C/c2cc3c(cc2Br)OCO3)n1	7.9%	1.5%	-3.5%	u	5.0%	-7.3%	14.4%	0.0%
Cc1nn(C)cc1C(=O)Nc1ccccc1Br	-0.4%	0.4%	5.7%	4.2%	-6.0%	2.5%	7.5%	3.0%
COc1ccc(N(C)S(=O)(=O)c2cccc3nsnc23)cc1	1.6%	5.9%	2.9%	12.9%	-2.4%	-4.1%	1.9%	-7.2%
O=C(NCCNC1CCC(c2ccccc2)CC1)c1cccs1 (stereo unspecified)	9.3%	-3.4%	7.8%	-10.8%	-0.6%	-1.5%	-0.5%	4.7%
COc1cc([C@H]2[C@@H]3CCCC[C@]3(O)CCN2CC(=O)Nc2ccc(C)cc2C)ccc1O	-24.6%	5.3%	-3.3%	u	-1.4%	-2.7%	-9.6%[46.1 µM]	0.9%
COc1ccc(NC(=O)N2CCc3ccccc32)cc1	-0.5%	-20.1%	-23.5%	6.8%	3.7%	-2.9%	-11.4%[46.1 µM]	11.9%
Cn1c(=O)[nH]c(=O)c2c1nc(NCc1ccco1)n2CCCc1ccccc1	-5.9%	4.7%	-23.5%	11.1%	-5.8%	6.6%	-0.6%[46.1 µM]	-1.7%
COc1cc2c(cc1OC)CN(Cc1cc(=O)oc3cc(C)c(C)cc13)CC2	-4.9%	9.9%	-8.2%	u	1.3%	-3.7%	-8.5%	0.0%
COc1ccccc1N1CCN(c2nc(-c3ccccc3)cc(C(F)(F)F)n2)CC1	1.3%	1.2%	-12.7%	5.4%	1.2%	9.4%	9.8%[46.1 µM]	-1.4%
Nc1ncnc(SCc2c(F)cccc2Cl)n1	10.4%	0.4%	-8.4%	0.3%	-0.2%	0.5%	u	1.1%
C/C(=N/NC(=O)c1cccc(C)c1)c1c(O)cc(C)oc1=O	-1.5%	-9.5%	-8.4%	31.6µM*	-2.4%	-3.3%	-0.1%[46.1 µM]	0.1%
CCC(C)N1C(=O)S/C(=C/c2ccc(N3CCOCC3)cc2C)C1=O (stereo unspecified)	8.0%	-4.8%	u	10µM*	-2.2%	-6.2%	-5.3%	5.7%
CCn1c(=O)cc(SCC(=O)NCc2ccccn2)c2ccccc21	3.1%	-2.2%	-8.2%	-8.0%	0.6%	-2.6%	-26.7%[46.1 µM]	-2.0%
COC(=O)Nc1ccc2ncn(C)c(=O)c2c1	-2.2%	-3.9%	-11.6%	5.7%	0.2%	-5.6%	-9.4%[46.1 µM]	-1.0%
Cc1ccc(S(=O)(=O)N2CCN(c3nc4ccccc4nc3-n3nc(C)cc3C)CC2)cc1	-12.1%	-3.1%	-11.5%	u	u	13.8%	u	-0.1%
Cc1cc(C)cc(NC(=O)CSc2ccc(-c3ccco3)nn2)c1	6.6%	-1.7%	-26.6%	7.08µM*	-14.5%	1.1%	-4.2%[46.1 µM]	0.2%
Cc1cc2nc(C)c(Cl)c(=O)n2[nH]1	6.1%	-2.4%	4.2%	u	-0.1%	1.8%	3.2%	0.0%
CC(=O)Nc1ccc(OC(F)(F)C(F)F)c(NC(C)=O)c1	-0.7%	-3.8%	-7.3%	u	-2.6%	-4.2%	-6.1%[46.1 µM]	-4.5%
Cc1cc(C(=O)COc2ccc3ccc(=O)oc3c2)c(C)n1C	4.3%	20.1%	-5.6%	u	u	u	-8.1%	9.8%
COc1cccc(C(=O)N(c2ccc(C)cc2)C2C=CS(=O)(=O)C2)c1 (stereo unspecified)	1.2%	-2.6%	-4.5%	2.7%	-8.1%	-2.3%	-8.9%	-0.1%

Screening results: PubChem, National Center for Advancing Translational Sciences (NCATS)
